HTR5A inv ag: inverse agonist of human HTR5A in OPRM1-OPRD1 counter-screen; P47898; HTR5A cell line, luminescence, inverse agonism; inhibition, % at 9.3 µM; hit rate 0.083% among 340,000; AID 504634; in the data active means inhibition mostly above about 23%, no sharp cut-off; inactive means mostly below about 18%;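 further: 0% = cells with DMSO and 100% = no-cell wells with DMSO; some compounds called inactive have numbers as strong as hits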
Target sequence (P47898 whole entry, looked up): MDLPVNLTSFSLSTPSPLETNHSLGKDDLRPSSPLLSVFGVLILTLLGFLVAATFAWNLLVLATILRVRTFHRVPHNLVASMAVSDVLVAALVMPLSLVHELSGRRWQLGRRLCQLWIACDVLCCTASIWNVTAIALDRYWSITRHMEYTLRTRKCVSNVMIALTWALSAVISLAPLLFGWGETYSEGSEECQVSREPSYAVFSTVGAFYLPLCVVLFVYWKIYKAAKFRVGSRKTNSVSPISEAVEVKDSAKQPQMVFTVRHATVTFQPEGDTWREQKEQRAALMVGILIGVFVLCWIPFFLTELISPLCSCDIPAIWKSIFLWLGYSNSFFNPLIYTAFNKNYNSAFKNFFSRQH
PKA-R1A activ: activates the PKA-R1A holoenzyme complex. P00514+P68181. PKA-R1A dissociation, Cy5-IP20 fluorescence polarization; scaled: DMSO 0%, 113 µM cGMP 100%. activation, % at 11.4 µM. hit rate 0.083% among 340,000;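 active means percent activation above the mean of all tested compounds plus 3 SD, cut at about 19% in these data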;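 further: higher means more PKAc released from R1A so a rise in polarization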
HTR5A ag ctr: counter-screen for OPRM1-OPRD1 agonists: human HTR5A agonism. P47898. HTR5A agonist assay, luminescence, cell-based. activation, % at 9.3 µM. hit rate 0.61% among 340,000. AID 504692; in the data active means activation mostly above about 9.5%, no sharp cut-off; inactive means mostly below about 7.6%;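 further: 0% = cells with vehicle only and 100% = reference agonist; strong numbers were not always called active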
Ecoli viability: bacterial growth inhibition, counter-screen for AddAB inhibitors; E. coli V3065 growth, OD600 absorbance, 18 h; inhibition, % at 11.9 µM; hit rate 0.27% among 330,000; AID 449728;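 active means inhibition above the campaign's mean inhibition across all tested compounds plus 3 SD, cut at about 9.9% in these data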;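 further: uninfected addAB+ strain grown without phage in ampicillin broth; 0% = DMSO wells and 100% = ciprofloxacin 0.95 µg/ml wells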
Pemphigus Ab inh: blocks pemphigus antibody binding to human desmoglein-3. P32926. DSG3-coupled beads, scFv-anti-DSG3-GFP binding, flow cytometry; hits give low values. binding (percent of control), % at 10 µM. hit rate 0.48% among 310,000. AID 588358;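 active means binding more than 3 SD below its plate's average and above zero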;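 further: hits lower antibody fragment binding to DSG3; some compounds called inactive have numbers as strong as hits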
OPRM1-OPRD1 inv: mu-delta opioid heterodimer inverse agonism; P35372+P41143; cell-based MOR-DOR heterodimer luminescence; inhibition, % at 9.3 µM; hit rate 0.21% among 340,000; in the data active means inhibition above about 22%, passing the limit was not always enough;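 further: 0% = cells with DMSO and 100% = wells without cells with DMSO; values of inactives mirror those of a sister screen read the other way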
PfHsp90 yeast 2: reduces growth (ATP signal) of yeast expressing P. falciparum Hsp90. S. cerevisiae expressing PfHsp90, BacTiter-Glo ATP, 48 h; yeast lacking PDR1 and PDR3 efflux regulators. inhibition, % at 9.4 µM. hit rate 0.32% among 310,000. AID 504621;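 active means every replicate shows inhibition above about 80%, whatever the replicate mean, limit read from the data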;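 further: 0% = DMSO neutral controls and 100% = 20 µM radicicol positive controls; yeast relying on Plasmodium falciparum Hsp90 in place of its own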
SUMO Mot1 rescue: SUMOylation pathway inhibition by Mot1-301 growth rescue; growth rescue, % at 18.8 µM; S. cerevisiae Mot1-301 growth rescue, ATP luminescence, 38.5C; percent above DMSO median, 100 means doubled; hit rate 1% among 320,000; AID 2716;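 active means every valid replicate shows activation above 250% relative to neutral control wells; inactive means the rest, any valid replicate at or below 250%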;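 further: OY570 slx delta 5 strain wells were the positive control but not used for scaling; some compounds called inactive have numbers as strong as hits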
AddAB inh: less growth of phage-infected E. coli with AddAB. AID 435030. hit rate 0.29% among 330,000. E. coli expressing H. pylori AddAB, absorbance growth. inhibition, % at 11.9 µM; in the data active means inhibition above about 12%;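 further: 0% = vehicle wells of infected cells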
MOR-DOR ag: agonists of human mu-delta opioid receptor heterodimerization. P35372+P41143. cells, OPRM1-OPRD1 heterodimerization, luminescence. activation, % at 9.3 µM. hit rate 0.3% among 340,000; in the data active means activation above about 18%;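 further: 0% = vehicle-treated cells and 100% = reference agonist; values of inactives mirror those of a sister screen read the other way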
phage Ecoli inh: E. coli growth loss with phage present | growth absorbance | inhibition, % at 11.9 µM | hit rate 0.26% among 360,000 | AID 651602; in the data active means inhibition above about 11%
Starred values were filed as active, the others as inactive; . = not tested or not shown.

SMILES | HTR5A inv ag | PKA-R1A activ | HTR5A ag ctr | Ecoli viability | Pemphigus Ab inh | OPRM1-OPRD1 inv | PfHsp90 yeast 2 | SUMO Mot1 rescue | AddAB inh | MOR-DOR ag | phage Ecoli inh
CCOC(=O)Cc1csc(NC(=O)C(NC(=O)C2CCCCC2)C(C)C)n1 (stereo not given) | 9.8 | -6.2 | -3.1 | -0.4 | 98.8 | 3.2 | 10.7 | 8.9 | -1.5 | -0.6 | 1.7
O=C(Cc1ccccc1[N+](=O)[O-])Nc1nccs1 | -7.2 | 0.1 | 2.5 | -2.5 | 95.9 | 3.2 | -6.7 | -5.4 | -2.0 | -0.6 | -0.4
CCc1nnc(NC(=O)CCC(=O)N2CCC(Cc3ccccc3)CC2)s1 | -2.6 | 4.8 | 4.5 | -1.6 | 99.8 | 10.9 | -20.7 | 7.0 | 1.7 | -2.1 | 4.8
COc1ccc(OCC(=O)NNC(=O)c2ccccc2OCc2c(C)noc2C)cc1 | -0.9 | -3.9 | 0.3 | 2.5 | 107.1 | 17.7 | -3.4 | -6.5 | 3.1 | -3.4 | 2.7
COCCN(Cc1cc2cc3c(cc2nc1Cl)OCO3)C(=O)Nc1ccc(F)cc1 | 16.6 | 0.7 | -7.2 | -1.5 | 100.8 | -23.7 | . | -4.4 | 0.2 | 4.0 | 2.3
CCOC(=O)c1c(OCC)[nH]c2ccc(O)cc12 | -37.6 | -3.5 | 4.3 | 0.2 | 105.7 | 15.3 | -5.0 | 231.2 | 0.6 | -2.9 | 1.4
Cc1ccc(NC(=O)C(OC(=O)c2ccc(NC(N)=O)cc2)c2ccccc2)cc1Cl (stereo not given) | 5.7 | -8.4 | -1.6 | 0.9 | 103.5 | 2.8 | -4.1 | -3.1 | 4.7 | -0.5 | 2.6
COc1ccc(NC(=O)CC2C(=O)N(C)C(=S)N2CCc2ccccc2)cc1 (stereo not given) | -32.1 | -3.4 | -3.9 | -2.0 | 109.4 | 4.9 | 32.2 | 16.3 | -1.6 | -0.9 | 3.5
CCOC(=O)C1=CN(Cc2cccc(F)c2)S(=O)(=O)NC1c1ccc(Br)cc1F (stereo not given) | -0.5 | -10.4 | 0.1 | 2.5 | 101.5 | -33.9 | -43.6 | . | 0.6 | 6.9 | 4.2
Cc1cccc(C(=O)OCN2C(=O)c3ccccc3C2=O)c1[N+](=O)[O-] | -3.7 | -5.1 | -3.7 | -1.9 | 106.7 | 19.0 | -1.5 | -5.7 | 0.8 | -3.5 | 2.3
O=c1oc2ccccc2n1CCCCCn1c(=O)oc2ccccc21 | 11.9 | -5.0 | -1.3 | -0.8 | 107.4 | 0.3 | 0.9 | 7.3 | -0.8 | -0.1 | 3.1
CC1CCCN(c2nc(N(C)c3ccccc3)nc(N)c2[N+](=O)[O-])C1 (stereo not given) | 1.1 | -0.2 | 2.9 | 0.6 | 102.3 | -42.9 | -12.1 | 112.9 | -1.5 | 8.1 | 0.5
O=C(CSc1ccc2nnc(-c3ccc(F)cc3)n2n1)N1CCOCC1 | 21.0 | 9.2 | -8.2 | 0.6 | 99.0 | 13.8 | -15.4 | -4.8 | 1.4 | -2.5 | 1.3
COc1ccc(-c2c(NCCc3ccccc3)c(=O)c2=O)cc1 | -13.4 | 1.1 | 3.6 | -0.1 | 94.7 | -18.8 | -22.8 | -14.8 | -2.8 | 4.2 | 1.9
O=C(Nc1ccc2c(c1)Cc1ccccc1-2)c1ccccc1F | -1.7 | -4.0 | -1.6 | -1.1 | . | -2.8 | -22.7 | 56.3 | 5.2 | 0.6 | 3.0
CC(C)C(NC(=O)CSc1ccc(Cl)cc1)C(C)C | 5.7 | 2.5 | 7.0 | -2.0 | 100.4 | -14.6 | 23.0 | 72.2 | -0.2 | 2.6 | -1.2
O=S(=O)(Nc1ccc(Oc2ncccn2)c(Cl)c1)c1ccc(F)cc1 | -3.5 | -8.2 | 5.1 | -0.7 | . | 11.3 | -4.8 | 1.7 | 1.4 | -2.3 | 1.4
Cc1ccc(NC(=O)CCc2ccccc2)cc1S(=O)(=O)N1CCOCC1 | -2.4 | -0.7 | 0.6 | -1.1 | 110.5 | 4.6 | 3.4 | -2.1 | -2.5 | -0.9 | 1.3
COc1ccc(OC)c(-c2nc(C(N)=O)c3[nH]c(=O)n(-c4ccc(F)cc4)c3n2)c1 | -4.5 | -3.4 | 1.5 | -1.0 | 95.7 | -18.7 | -33.1 | 417.4 | 2.4 | 3.1 | 1.0
O=C(N/N=C/c1cccnc1)c1ccccc1OCc1cccc(Br)c1 | -3.6 | -11.8 | 1.3 | 0.2 | 109.1 | 9.6 | -4.3 | -0.2 | 4.0 | -1.7 | 2.4
CC(C)Oc1ccccc1/C=N/NC(=O)c1ccc(F)cc1 | -7.6 | 8.8 | 1.0 | -1.0 | 91.9 | 1.0 | 2.8 | 19.1 | 0.9 | -0.2 | 3.3
COc1ccc(CN(CC(=O)NCCc2ccccc2)C(=O)CCC(=O)Nc2ccccn2)cc1 | 2.8 | -4.1 | 3.0 | 1.6 | . | 12.8 | -8.6 | -0.9 | 3.7 | -2.1 | -3.6
Clc1nc(Cl)c2ncn(-c3ccccc3)c2n1 | 3.7 | -14.0 | -0.9 | . | 128.1 | 20.1 | -12.1 | . | . | -3.9 | -3.7
CSCCC(NS(=O)(=O)c1ccc(C)cc1)C(=O)N1CCN(C(c2ccccc2)c2ccccc2)CC1 (stereo not given) | -7.9 | -8.9 | -1.0 | 1.9 | 104.1 | -278.4 | -3.0 | -1.4 | -2.0 | 57.1* | 5.3
CSc1ccccc1NC(=O)C1=COCCO1 | -20.8 | -10.1 | 1.0 | -0.4 | 104.1 | 16.3 | 7.3 | -2.8 | 2.6 | -2.4 | 0.4

Carrying on.
SMILES | HTR5A inv ag | PKA-R1A activ | HTR5A ag ctr | Ecoli viability | Pemphigus Ab inh | OPRM1-OPRD1 inv | PfHsp90 yeast 2 | SUMO Mot1 rescue | AddAB inh | MOR-DOR ag | phage Ecoli inh
CCn1c(SCC(=O)Nc2ccccc2N2CCOCC2)nnc1-c1ccccc1 | -26.1 | 2.3 | 9.7 | -0.9 | 98.2 | 15.5 | 25.1 | -6.5 | 1.6 | -2.5 | 2.6
C=CCN1C(=O)C(CC(=O)O)SC1=Nc1c(C)n(C)n(-c2ccccc2)c1=O (stereo not given) | 11.8 | -6.3 | -1.0 | -1.8 | 95.9 | 7.1 | -13.8 | -9.3 | -1.4 | -1.4 | 3.4
Cc1c(NS(=O)(=O)c2ccc3c(c2)Cc2ccccc2-3)c(=O)n(-c2ccccc2)n1C | 6.4 | -10.2 | 2.2 | 0.3 | 104.5 | 12.2 | 8.5 | -15.6 | 5.4 | -2.3 | 0.8
CCOC(=O)C1CCCN(C(=O)Cn2cnc3sc(C)c(S(=O)(=O)N4CCOCC4)c3c2=O)C1 (stereo not given) | -5.3 | 1.5 | 1.9 | 2.1 | . | -1.8 | -0.8 | -11.0 | 5.7 | 0.3 | 3.3
C/C(=N\NC(=S)NC1CCCCC1)c1ccc(Cl)c(Cl)c1 | -1.5 | -20.2 | 0.5 | -2.9 | 99.4 | 4.0 | -14.1 | -5.6 | 0.1 | -0.8 | -2.4
CC(=O)c1ccc(N2CCC(C)CC2)c(F)c1 | 4.4 | 20.4* | -1.6 | -1.4 | 116.6 | -2.2 | 15.8 | 13.3 | -1.9 | 0.5 | 1.6
O=C(OC1CCOC1=O)C1CCN(S(=O)(=O)c2c(Cl)cccc2Cl)CC1 (stereo not given) | -15.8 | -4.7 | 6.3 | 1.3 | 118.2 | -8.6 | -21.1 | 124.0 | 0.4 | 1.6 | 3.3
N#Cc1ccc(C23OCCN2CCn2nc4ccccc4c23)cc1 (stereo not given) | -14.6 | 5.3 | 4.2 | -1.1 | 104.2 | 1.2 | 14.0 | -11.7 | 1.0 | -0.2 | 2.6
Cc1nc2ccc(C(=O)c3ccccc3)cc2[nH]1 | -0.8 | 0.0 | 7.7 | -1.1 | 102.1 | 0.5 | -5.5 | 18.0 | 1.1 | -0.1 | 2.4
Cn1[nH]c(C(F)(F)F)cc1=O | 6.0 | 9.6 | -2.4 | 1.5 | 85.4 | 4.8 | . | 0.7 | 0.7 | -0.8 | 4.9
CCOC(=O)C1CCN(C(=O)COC(=O)/C=C/c2ccc([N+](=O)[O-])cc2)CC1 | 4.8 | -3.6 | -1.7 | -1.3 | . | -4.9 | -4.3 | 4.1 | -0.2 | 1.2 | 0.6
O=C(CC1NCCNC1=O)Nc1ccc2c(c1)OCCO2 (stereo not given) | 17.4 | -10.1 | 0.7 | 1.5 | 102.3 | 15.9 | . | -11.9 | 0.5 | -2.9 | 0.7
Cc1ccc(C(=O)C2CCN(CC(=O)Nc3ccccc3C)CC2)cc1 | 11.1 | 11.7 | 3.0 | -2.0 | . | 1.9 | -1.7 | -2.0 | 4.2 | -0.3 | 0.0
N#Cc1ccc(-c2ccc(OCC(=O)NCC(=O)Nc3ccc(F)c(F)c3F)cc2)cc1 | 21.9 | 4.8 | 2.6 | -1.8 | 99.4 | -61.1 | -10.0 | 4.6 | 1.2 | 11.8 | 3.0
Cc1cc(=O)oc2cc(OCC(=O)OCC(=O)NCCc3ccccc3)ccc12 | 1.2 | 6.4 | -0.5 | -2.1 | 95.6 | 0.6 | -21.7 | 32.6 | 3.5 | -0.1 | 3.5
COc1ccc(CNC(=O)CSc2nnc3c(n2)[nH]c2ccc(C)cc23)cc1 | -18.7 | 0.6 | 6.6 | -2.0 | . | 2.3 | 25.9 | 10.7 | -2.2 | -0.3 | -2.1
CCn1c(SCC(=O)N2CCN(c3ccccc3)CC2)nnc1-c1c[nH]c2ccccc12 | -17.0 | -12.1 | -0.4 | 0.1 | 110.0 | 6.4 | 58.5 | 15.8 | 4.7 | -1.2 | 0.8
Cc1nc(SCC(=O)O)c(C#N)c(C)c1CC(=O)c1ccccc1 | . | . | . | 0.8 | . | . | 14.7 | 3.6 | 3.1 | . | 1.9
CCN1C(=O)CC(c2ccco2)Sc2ccccc21 (stereo not given) | 8.0 | -9.4 | -0.2 | -2.5 | 92.4 | -0.7 | 19.3 | -4.8 | -2.5 | 0.1 | 4.7
COc1ccc(CNC(=O)[C@H](Cc2ccccc2)NC(=O)C2CCN(C(=O)[C@H](C)N)CC2)cc1 | -12.7 | -3.1 | 4.2 | -3.7 | 106.4 | -0.9 | -3.5 | 5.4 | 0.2 | 0.2 | 3.1
C=CCN=C(NC#N)SCc1ccccc1 | -10.5 | -1.8 | 3.8 | -0.1 | 105.5 | 3.2 | 6.8 | 1.2 | 3.9 | -0.5 | 3.5
COc1cc(OC)c(C(=O)N2CCCC2)cc1OC | 12.4 | 4.7 | -2.1 | -0.8 | 104.6 | -0.2 | -1.0 | 62.0 | -0.2 | 0.1 | -0.8

High-throughput results deposited in PubChem BioAssay by several laboratories.
